Source: PubChem (several laboratories)
PKA-R2B activ: PKA-R2B complex activation; PKA-R2B holoenzyme dissociation, Cy5-IP20 fluorescence polarization; R2B truncated from residue 108, S112A mutant; 0% DMSO only, 100% 113 µM cGMP; activation, % at 11.4 µM; 340,000 compounds, 0.079% hits; AID 504700;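 active = activation above a cutoff set at the mean over all compounds plus 3 SD, cut at about 18% in these data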;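 note: higher means more holoenzyme dissociation and a rise in polarization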
OPRM1-OPRD1 ag: OPRM1-OPRD1 heterodimerization agonism. P35372+P41143. cells, luminescence. activation, % at 9.3 µM. 340,000 compounds, 0.3% hits. AID 504326; in the data active = activation above about 18%;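 note: 0% = vehicle-treated cells and 100% = reference agonist; values of inactives mirror those of a sister screen read the other way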
Target sequence (P35372 whole entry, looked up): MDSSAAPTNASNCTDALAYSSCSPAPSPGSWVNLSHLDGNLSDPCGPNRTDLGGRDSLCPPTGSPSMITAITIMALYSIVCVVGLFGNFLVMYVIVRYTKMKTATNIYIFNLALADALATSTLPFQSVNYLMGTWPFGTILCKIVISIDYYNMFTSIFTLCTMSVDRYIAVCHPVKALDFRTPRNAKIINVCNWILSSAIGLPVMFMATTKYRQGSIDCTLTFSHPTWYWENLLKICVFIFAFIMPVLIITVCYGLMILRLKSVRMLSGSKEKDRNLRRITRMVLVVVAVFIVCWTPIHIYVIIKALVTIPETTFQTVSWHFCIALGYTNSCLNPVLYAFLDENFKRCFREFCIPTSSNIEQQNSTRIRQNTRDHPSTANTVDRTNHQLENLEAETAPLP
Target sequence (P41143 whole entry, looked up): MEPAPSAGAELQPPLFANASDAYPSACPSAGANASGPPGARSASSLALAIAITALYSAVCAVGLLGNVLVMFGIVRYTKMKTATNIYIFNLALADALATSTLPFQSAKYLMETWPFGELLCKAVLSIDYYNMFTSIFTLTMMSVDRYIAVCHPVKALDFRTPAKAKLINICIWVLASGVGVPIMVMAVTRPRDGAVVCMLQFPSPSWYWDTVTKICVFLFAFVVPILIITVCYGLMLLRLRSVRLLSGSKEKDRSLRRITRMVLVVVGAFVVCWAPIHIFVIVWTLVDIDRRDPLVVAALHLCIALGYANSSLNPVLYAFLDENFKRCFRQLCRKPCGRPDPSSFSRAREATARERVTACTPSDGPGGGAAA
HTR5A inv ctr: HTR5A inverse agonism, opioid heterodimer counter-screen; P47898; 340,000 compounds, 0.083% hits; HTR5A cell line, luminescence; inhibition, % at 9.3 µM; in the data active = inhibition mostly above about 23%, no sharp cut-off; inactive = mostly below about 18%;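 note: 0% = cells with DMSO and 100% = no-cell wells with DMSO; some compounds called inactive have numbers as strong as hits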
PKA-R1A activ: activators of PKA-R1A complex; P00514+P68181; PKA-R1A dissociation, Cy5-IP20 fluorescence polarization; scaled: DMSO 0%, 113 µM cGMP 100%; activation, % at 11.4 µM; 340,000 compounds, 0.083% hits;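 active = percent activation above the mean of all tested compounds plus 3 SD, cut at about 19% in these data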;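 note: higher means more PKAc released from R1A so a rise in polarization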
HTR5A ag ctr: HTR5A agonism, opioid heterodimer counter-screen. HTR5A agonist assay, luminescence, cell-based. activation, % at 9.3 µM. 340,000 compounds, 0.61% hits. P47898; in the data active = activation mostly above about 9.5%, no sharp cut-off; inactive = mostly below about 7.6%;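 note: 0% = cells with vehicle only and 100% = reference agonist; strong numbers were not always called active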
DAGLB inhibitor: diacylglycerol lipase beta (human) inhibition; AID 504411; 340,000 compounds, 0.059% hits; HEK293T DAGLB membrane lysate, EnzChek fluorogenic substrate; Q8NCG7; inhibition, % at 5.17 µM; in the data active = inhibition above about 34%;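 note: 0% = enzyme with vehicle and 100% = wells lacking enzyme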
MOR-DOR inv ag: mu-delta opioid heterodimer inverse agonism; P35372+P41143; cell-based MOR-DOR heterodimer luminescence; 340,000 compounds, 0.21% hits; AID 504357; inhibition, % at 9.3 µM; in the data active = inhibition above about 22%, passing the limit was not always enough;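 note: 0% = cells with DMSO and 100% = wells without cells with DMSO; values of inactives mirror those of a sister screen read the other way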
DSG3 Ab inh: blocks pemphigus antibody binding to human desmoglein-3; P32926; DSG3-coupled beads, scFv-anti-DSG3-GFP binding, flow cytometry; hits give low values; binding (percent of control), % at 10 µM; 310,000 compounds, 0.48% hits;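 active = binding more than 3 SD below its plate's average and above zero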;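 note: hits lower antibody fragment binding to DSG3; some compounds called inactive have numbers as strong as hits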
Arrestin-AP2 inh: blocks beta-arrestin peptide binding to AP2 adaptin; FITC-arrestin peptide / GST-AP2 beads, flow cytometry; AP2 beta2 appendage carries R879A mutation; inhibition, % at 10 µM; 340,000 compounds, 0.31% hits; AID 504490;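 active = inhibition above a set limit, near 3 SD of compounds lacking own fluorescence, cut at about 54% in these data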;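 note: plate controls were DMSO wells for no effect and 5 µM unlabelled arrestin peptide for full effect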
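System: GST-AP2 R879A glutathione beads; medium: PBS, Tween 20 0.05%, BSA 0.1%; reagent: fluorescein-tagged arrestin peptide at 50 nM final; schedule: pre-incubation 12 min, peptide binding 1 h, room temperature; detection: flow cytometry, FL1 (488/535 nm); read-out: inhibition as reduced fluorescein signal on beads, percent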
V-ATPase pH: regulators of yeast V-ATPase proton transport. response, % at 10 µM. AID 504577. S. cerevisiae, pHLuorin cytosolic pH fluorescence. 350,000 compounds, 0.37% hits; in the data active = response mostly above about 7.3%, no sharp cut-off; inactive = mostly below about 5.4%; note: actives read high; inactives centre near 0; some compounds called inactive have numbers as strong as hits; reference of the scale not given here
Numbers without * were called inactive; . = not tested or not shown.

Preview, six compounds:
nr	Structure	PKA-R2B activ	OPRM1-OPRD1 ag	HTR5A inv ctr	PKA-R1A activ	HTR5A ag ctr
1	Cc1c(OCC(=O)N2CCC(C(=O)O)CC2)ccc2c1oc(=O)c1ccccc12	9	-2.5	-9	-4	3
2	Cc1nnc2sc(SCC(=O)Nc3cccc(Cl)c3)nn2c1=O	-2	-3.1	2	9	-1
3	Cc1cc2nncn2c2ccccc12	-11	0.4	-4	6	4
4	COc1ccc(C(=O)Nc2nncs2)cc1S(=O)(=O)N1CCOCC1	-8	-1.3	-16	-1	6
5	O=C(CC(=O)c1ccccc1O)c1cccc(F)c1	-7	4.6	-17	4	1
6	CC1CCCN(c2sc(S(C)(=O)=O)nc2S(=O)(=O)c2ccc(Cl)cc2)C1 (configuration not stated)	-3	-2.0	20	-1	-3

nr	DAGLB inhibitor	MOR-DOR inv ag	DSG3 Ab inh	Arrestin-AP2 inh	V-ATPase pH
1	-3	13	103	13	1
2	0	15	97	-9	3
3	-2	-2	113	-6	-3
4	0	7	103	3	-1
5	-4	-21	100	20	-3
6	-2	11	104	17	0

The listing, from the start:
nr	Structure	PKA-R2B activ	OPRM1-OPRD1 ag	HTR5A inv ctr	PKA-R1A activ	HTR5A ag ctr
1	Cc1c(OCC(=O)N2CCC(C(=O)O)CC2)ccc2c1oc(=O)c1ccccc12	9	-2.5	-9	-4	3
2	Cc1nnc2sc(SCC(=O)Nc3cccc(Cl)c3)nn2c1=O	-2	-3.1	2	9	-1
3	Cc1cc2nncn2c2ccccc12	-11	0.4	-4	6	4
4	COc1ccc(C(=O)Nc2nncs2)cc1S(=O)(=O)N1CCOCC1	-8	-1.3	-16	-1	6
5	O=C(CC(=O)c1ccccc1O)c1cccc(F)c1	-7	4.6	-17	4	1
6	CC1CCCN(c2sc(S(C)(=O)=O)nc2S(=O)(=O)c2ccc(Cl)cc2)C1 (configuration not stated)	-3	-2.0	20	-1	-3
7	NNc1ccc([N+](=O)[O-])c2[nH][nH]c(=O)c12	-1	.	.	6	.
8	COCCNC(=O)C(c1ccccc1F)N(C(=O)C(=O)NC1CCCC1)C1CCCCC1 (configuration not stated)	3	-1.7	14	7	-5
9	COC(=O)c1ccc(CN2CCN(C3CCCC3)C(CCO)C2)cc1 (configuration not stated)	-6	-0.6	-6	4	2
10	O=C(Cc1cccs1)N/N=C/C(Cl)=C/c1ccccc1	7	5.2	10	4	-4
11	CCOc1ccc2ccccc2c1/C=N\NC(=O)c1ccc([N+](=O)[O-])cc1	-6	0.2	-2	-18	-3
12	Cc1ccc(CNC(=O)c2ccc(N3CCC4(CC3)CC(c3cccc(Br)c3)=NO4)c(NC(=O)c3ccc(Br)cc3)c2)cc1	-1	-2.6	-27	-11	9
13	CCc1ccc(-c2nc(CSCC(=O)NC3CC3)c(C)o2)cc1	-10	-3.3	14	1	-4
14	CSCCC(=O)N1CC[C@@H](N2CCN(c3ccccc3F)CC2)[C@H](O)C1	1	-2.8	10	-2	-3
15	CC(C=NNC(=O)C(=O)NN=CC(C)=Cc1ccccc1)=Cc1ccccc1	0	-2.1	-9	0	2

nr	DAGLB inhibitor	MOR-DOR inv ag	DSG3 Ab inh	Arrestin-AP2 inh	V-ATPase pH
1	-3	13	103	13	1
2	0	15	97	-9	3
3	-2	-2	113	-6	-3
4	0	7	103	3	-1
5	-4	-21	100	20	-3
6	-2	11	104	17	0
7	5	.	83*	.	0
8	0	9	103	1	1
9	1	3	107	18	-1
10	0	-34	87	-4	0
11	-6	-1	95	6	5
12	0	15	97	-2	-4
13	-3	17	104	6	-3
14	2	13	97	-8	-3
15	1	9	96	-6	-3

Further compounds:
nr	Structure	PKA-R2B activ	OPRM1-OPRD1 ag	HTR5A inv ctr	PKA-R1A activ	HTR5A ag ctr
16	COc1ccc(OC)c(-n2c(-c3cccc(S(=O)(=O)N(C)C)c3)n[nH]c2=S)c1	-7	-4.0	-11	3	6
17	Cc1ccc(S(=O)(=O)N2CCCC(C(=O)NCC(C)C)C2)cc1 (configuration not stated)	-6	-2.0	20	7	-4
18	C=CCn1c(SCc2csc(C)n2)nc2sc3c(c2c1=O)CCCC3	-20	-1.7	10	0	2
19	O=[N+]([O-])c1ccc2[nH]c3c(c2c1)CCCC3	-7	-1.4	6	-4	-2
20	COC(=O)[C@H]1C[C@@H]1[C@H](NC(=O)c1cnccn1)c1ccccc1	3	-2.9	16	3	0
21	CCCCNc1c(-c2ccc(OC)c(Sc3ccc(OC)cc3)c2)nc2ccc(Cl)cn12	6	-0.5	-20	1	1
22	c1cc2nnnn2nc1N1CCCCC1	-4	-2.3	-17	6	7
23	COc1cc(NC(=O)COC(=O)Cc2ccsc2)cc(OC)c1	-5	-1.4	-8	4	3
24	C=CCNc1nc(C(=O)OCC(=O)c2ccc(C)c([N+](=O)[O-])c2)cs1	-3	-5.7	14	-13	-6
25	CCOc1ccc(C(=O)NC2CCN(C(=S)NCc3ccco3)CC2)cc1	2	-0.9	-16	0	-3
26	O=C(c1ccccc1Cl)N1CCN(S(=O)(=O)c2cccs2)CC1	-2	-1.0	-28	5	-2
27	COc1ccc(CCN2CCCC(CN(C)C(=O)c3ccoc3)C2)cc1 (configuration not stated)	0	-2.9	-24	-3	5
28	CCN1CCN(Cc2nnc(-c3ccccc3)o2)CC1	-5	-1.3	6	1	-2
29	O=C(CN1CCSCC1)N/N=C/c1ccc(F)cc1F	-5	-1.5	-39	3	2
30	O=C1OC(CO)CN1Cc1ccccc1 (configuration not stated)	2	-3.5	3	-9	-1

nr	DAGLB inhibitor	MOR-DOR inv ag	DSG3 Ab inh	Arrestin-AP2 inh	V-ATPase pH
16	0	19	103	-42	0
17	1	9	101	-1	2
18	-15	9	92	5	0
19	-2	7	97	-3	3
20	2	16	.	4	-2
21	-1	2	101	18	3
22	-1	13	103	12	4
23	-1	5	.	31	-1
24	4	29	96	2	5
25	0	5	105	5	0
26	0	5	.	17	0
27	1	16	105	21	-1
28	1	6	88	31	-3
29	-1	8	89	4	-5
30	-1	16	105	9	3

Following part:
nr	Structure	PKA-R2B activ	OPRM1-OPRD1 ag	HTR5A inv ctr	PKA-R1A activ	HTR5A ag ctr
31	O=C(COC(=O)c1cc([N+](=O)[O-])ccc1N1CCOCC1)NC1CCS(=O)(=O)C1 (configuration not stated)	1	-1.1	7	8	4
32	C=CCn1c(C(C)NC(=O)C(C)(C)C)nc2ccccc21 (configuration not stated)	-2	-1.4	-2	-5	-4
33	Cc1ccc(CNCc2cc(Cl)ccc2O)cc1	-3	0.5	14	7	0
34	C/C(=N\NC(=O)c1cc(C)oc1C)c1ccc2ccccc2c1	-5	-2.3	-19	8	7
35	CC(=O)Nc1ccc(N2C(=O)C3C4C=CC(CC4)C3C2=O)cc1 (configuration not stated)	-5	-3.1	-13	-2	4
36	COc1ccc(N2CSC3=C(C#N)C(c4cc(OC)c(OC)cc4OC)CC(=O)N3C2)c(OC)c1 (configuration not stated)	1	2.4	13	0	-4
37	Cc1cccn2c(=O)c(C=C(C#N)C#N)c(N3CCN(c4ccccc4)CC3)nc12	7	-2.1	3	3	-1
38	CCOc1cc(-c2c(C)c(CC)nc(N)c2C#N)ccc1O	12	0.5	7	-8	6
39	CCOCCCNC(=S)Nc1cc(OCC)c(NC(=O)c2ccco2)cc1OCC	-1	-2.2	13	-13	5
40	COc1ccc(-c2nn(-c3ccccc3)cc2/C=C/C(=O)N(C)CC(=O)Nc2cccc(F)c2)cc1OC	-10	0.2	11	-9	15*
41	O=C(COC(=O)c1cc(=O)[nH]c2ccccc12)NC(=O)c1ccccc1	2	1.1	3	2	0
42	Cc1ccc(CNC(=O)COC(=O)c2ccc(S(=O)(=O)N3CCCCCC3)cc2)cc1	4	2.8	-22	-8	3
43	Cn1cccc1Cc1nnc(SCC(=O)N2CCOCC2)n1CCc1ccccc1	4	-2.9	6	6	-2
44	O=C(Nc1cccc(C(=O)O)c1)/C(=C\c1ccc2c(c1)OCO2)NC(=O)c1ccc(Br)cc1	-1	-3.3	-20	11	-16
45	O=S(=O)(c1ccc(F)cc1)N1CCN(Cc2nnc(-c3ccccc3)o2)CC1	3	-5.2	1	-8	-1

nr	DAGLB inhibitor	MOR-DOR inv ag	DSG3 Ab inh	Arrestin-AP2 inh	V-ATPase pH
31	2	7	98	-9	2
32	-1	8	105	0	-2
33	-9	-2	105	-1	4
34	1	15	88	3	1
35	0	14	103	1	-1
36	0	-14	98	16	-1
37	0	11	94	14	-1
38	-1	-2	115	2	0
39	1	12	102	26	-1
40	-4	-1	97	0	0
41	3	-8	106	-4	2
42	-4	-19	104	5	-7
43	1	15	106	-4	1
44	5	16	95	-5	-1
45	-2	20	103	38	-3

Complete entries, quoted from the list. Screens in order: PKA-R2B activ, OPRM1-OPRD1 ag, HTR5A inv ctr, PKA-R1A activ, HTR5A ag ctr, DAGLB inhibitor, MOR-DOR inv ag, DSG3 Ab inh, Arrestin-AP2 inh, V-ATPase pH
O=C(COC(=O)c1cc([N+](=O)[O-])ccc1N1CCOCC1)NC1CCS(=O)(=O)C1 (configuration not stated) is listed as 1, -1.1, 7, 8, 4, 2, 7, 98, -9, 2
C=CCn1c(C(C)NC(=O)C(C)(C)C)nc2ccccc21 (configuration not stated) is listed as -2, -1.4, -2, -5, -4, -1, 8, 105, 0, -2

(listing goes on)
nr	Structure	PKA-R2B activ	OPRM1-OPRD1 ag	HTR5A inv ctr	PKA-R1A activ	HTR5A ag ctr
46	CCOC(=O)c1cc(C(C)C)sc1NC(=O)COC(=O)CCS(=O)(=O)c1ccccc1	-6	2.5	11	-7	2
47	Cc1cc(C)c2nc(NC(=O)[C@@H](NC(=O)c3cccc(S(=O)(=O)N4CCOCC4)c3)C(C)C)sc2c1	-7	-1.2	-8	-7	6
48	COc1cc2c(cc1OC)CN(Cc1ccc(C)s1)CC2	1	0.9	-25	3	1
49	COC(=O)c1ccc2c(c1)C(=O)/C(=C/c1ccc(C)cc1)O2	-4	-2.7	-21	-2	5
50	CCCn1c(=O)c2ccccc2n2c(Sc3nnnn3-c3ccccc3)nnc12	-1	-2.0	20	-1	3
51	N=c1c(C(=O)NCc2ccco2)cc2c(=O)n3ccccc3nc2n1CCc1ccccc1	7	-4.8	8	-12	-3
52	O=C(/C=N/O)NCCCN1CCCCCC1	8	-0.2	-6	-2	2
53	CCCN(C(=O)c1c(-c2ccccc2)noc1C)c1c(N)n(Cc2ccccc2)c(=O)[nH]c1=O	4	-2.5	-13	-6	5
54	O=C(NCCCN1CCN(c2ccc(F)cc2)CC1)C1CCCN(c2ncnc3c2nc2n3CCCCC2)C1 (configuration not stated)	-5	-3.2	20	5	3
55	CCN(CC(=O)Nc1cc(OC)ccc1OC)Cc1nc2ccccc2c(=O)[nH]1	6	-2.9	-12	6	7

nr	DAGLB inhibitor	MOR-DOR inv ag	DSG3 Ab inh	Arrestin-AP2 inh	V-ATPase pH
46	-5	-13	98	11	4
47	3	6	85	-2	-1
48	-2	-5	107	18	-1
49	-2	14	112	-2	1
50	3	13	106	-4	1
51	3	24	111	12	0
52	-1	1	98	7	-4
53	-3	10	.	1	-3
54	0	16	101	0	-3
55	0	15	102	3	4
